Assay outcomes from PubChem BioAssay.
AT treatment = potential ataxia-telangiectasia treatment; […] A-T fibroblasts, KAP-1 phosphorylation AlphaLISA; neocarzinostatin DNA damage 30 min before lysis; Potency, µM (titrated, usually from 57.5 µM), for the others: at the highest dose activation, most hits filed as activators; 320,000 tested, 0.19% active; also: potency is read from the fitted curve at half-maximal effect; % of control where 0% means no effect; nearly all actives have a fitted effect of over 45% in size
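hTERT-immortalized A-T patient fibroblasts ([…]), 500 cells/well in OPTI-MEM, 1% FBS, got compounds for 60 min, then NCS for 30 min at 37C. Lysates were then assayed for phospho-KAP-1 by AlphaLISA (anti-pKAP1 donor, anti-KAP1 acceptor beads), 6 hr at 25C.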
ELG1 repair inh = inhibitors of ELG1-dependent DNA repair in HEK293T cells. HEK293T ELG1-luciferase reporter, luminescence, 16 h; DNA damage induced by 5-fluorouridine. AID 504467. Potency, µM (series often up to 46.1 µM), inactives show at the highest dose activity change, negative = inhibition, most hits filed as inhibitors. 330,000 tested, 2.3% active; also: potency is read from the fitted curve at half-maximal effect; % is scaled to controls: 0 for no effect and ±100 for the full control effect; nearly all actives have a fitted effect of over 55% in size
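Step one: seed 2,000 cells per well. Step two: pin-transfer compound or DMSO alongside 5-fluorouridine. Step three: incubate 16 hr, 37 °C, 5% CO2. Step four: add ONE-Glo, wait 30 min, read luminescence.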
Tb PFK block = inhibitors of T. brucei phosphofructokinase; AID 485367; T. brucei PFK, ADP-Glo luminescence; O15648; Potency, µM (titrated, usually from 57.5 µM), for the others: at the highest dose activity, negative = inhibition, actives largely listed as inhibitors; 330,000 tested, 0.17% active;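 also: potency is read from the fitted curve at half-maximal effect; 0% = uninhibited 1x PFK enzyme wells and -100% = no-enzyme wells; nearly all actives have a fitted effect of over 60% in size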
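In TEA buffer at pH 8.0 with 5 mM MgCl2, enzyme (1.25 nM) converted F6P (0.5 mM) and ATP (0.1 mM) for 45 min at room temperature. ADP product was read by luciferase luminescence.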
Eya2 inh = Eya2 (human) phosphatase inhibition; O00167; recombinant Eya2, OMFP fluorescence dephosphorylation (OMFP is methylfluorescein phosphate); Potency, µM (top dose mostly 76.9 µM), for inactives: at the highest dose activity, negative = inhibition, actives largely listed as inhibitors; 330,000 tested, 0.006% active; also: potency is read from the fitted curve at half-maximal effect; % is scaled to controls: 0 for no effect and ±100 for the full control effect
Target sequence (O00167 whole entry, looked up): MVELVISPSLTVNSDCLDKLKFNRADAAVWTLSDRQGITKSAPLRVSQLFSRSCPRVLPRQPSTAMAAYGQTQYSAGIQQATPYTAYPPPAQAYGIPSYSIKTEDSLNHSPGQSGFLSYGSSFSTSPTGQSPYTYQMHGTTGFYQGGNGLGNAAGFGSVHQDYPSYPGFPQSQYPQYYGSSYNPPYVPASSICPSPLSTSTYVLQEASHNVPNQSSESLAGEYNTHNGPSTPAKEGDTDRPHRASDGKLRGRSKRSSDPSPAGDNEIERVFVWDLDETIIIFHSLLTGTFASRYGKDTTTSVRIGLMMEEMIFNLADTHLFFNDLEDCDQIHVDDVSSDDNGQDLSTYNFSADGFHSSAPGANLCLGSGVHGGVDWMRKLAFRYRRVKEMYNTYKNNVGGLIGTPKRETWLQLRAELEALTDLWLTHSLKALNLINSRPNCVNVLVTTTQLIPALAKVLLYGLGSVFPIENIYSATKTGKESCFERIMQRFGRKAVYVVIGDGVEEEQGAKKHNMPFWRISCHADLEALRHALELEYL
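Eya2 protein (added as 0.2 uM solution) was preincubated with compound for 10 min at ambient temperature in 50 mM HEPES pH 7.5, 50 mM NaCl, 5 uM MgCl2, 0.05% BSA, 1 mM DTT. OMFP (added at 50 uM) then reacted 10 min; fluorescence read at 485/525 nm.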
TSHR antagonist = human thyrotropin receptor antagonism | P16473 | AID 504810 | 330,000 tested, 0.2% active | TSHR-expressing cells, TSH-stimulated cAMP HTRF, 2 h; active compounds read low | activity change, negative = inhibition, % at 11.5 µM;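 active = activity change below a set negative limit, meaning inhibition stronger than a set level, cut at about -70% in these data; inconclusive = activity change between two set negative limits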; also: % is scaled to controls: 0 for no effect and ±100 for the full control effect
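Freshly harvested TSHR cells receive pin-tooled compound, then EC80 TSH at 4nM final. After 2 hours at 37 deg C, antibody in lysis buffer and cAMP-d2 are added; 30 minutes at ambient temperature precede the HTRF read.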
ASM inhibitor = inhibitors of human secretory acid sphingomyelinase; P17405; placental ASM, HMU-PC fluorogenic substrate, 60 min; Potency, µM (highest dose often 57.5 µM), for inactives: at the highest dose activity change, negative = inhibition, most hits filed as inhibitors; 340,000 tested, 0.006% active; also: potency is read from the fitted curve at half-maximal effect
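Steps: dispense placental human ASM, pin compound, wait 10 min at room temperature, add HMU-PC0 substrate at 9 uM final, incubate 60 min at 37 °C, add stop solution raising pH to 10, read fluorescence.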
Mito fusion act = blocks mitochondrial division or promotes mitochondrial fusion | S. cerevisiae fusion-defective mutant growth rescue, CellTiterGlo 48 h | Potency, µM (series often up to 46.1 µM), for inactives: top-dose growth rescue (activation), usual class: activators | 320,000 tested, 0.23% active | AID 485298;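 also: potency is read from the fitted curve at half-maximal effect; % of control where 0% means no effect; nearly all actives have a fitted effect of over 45% in size; temperature-sensitive fusion mutants such as fzo1-1 at 37 °C on non-fermentable ethanol glycerol medium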
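Luminescent cell viability in 1536-well qHTS format served as the measure of rescued growth in ts fusion-mutant S. cerevisiae cultured on non-fermentable YPEG for 48 hours at 37C.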
TSG101-PTAP inh = blocks PTAP/TSG101 interaction to inhibit HIV-1 budding. Fluorescence polarization, FITC-PTAP peptide / Tsg101 binding. Potency, µM (doses to about 115 µM), for the others: top-dose activity change, negative = inhibition, most hits filed as inhibitors. 340,000 tested, under 10 active. AID 493005; active = well fitted inhibition curve with a large enough effect in the main read-out, with a control signal flat, not every such curve was filed as active; inconclusive = small, poorly fitted or top-dose-only effect, or effect the other way, or a change in a side signal; inactive = no such curve, though single readings can be large or run the other way; also: potency is read from the fitted curve at half-maximal effect; % of control where 0% means no effect
Target sequence (Q99816 whole entry, looked up): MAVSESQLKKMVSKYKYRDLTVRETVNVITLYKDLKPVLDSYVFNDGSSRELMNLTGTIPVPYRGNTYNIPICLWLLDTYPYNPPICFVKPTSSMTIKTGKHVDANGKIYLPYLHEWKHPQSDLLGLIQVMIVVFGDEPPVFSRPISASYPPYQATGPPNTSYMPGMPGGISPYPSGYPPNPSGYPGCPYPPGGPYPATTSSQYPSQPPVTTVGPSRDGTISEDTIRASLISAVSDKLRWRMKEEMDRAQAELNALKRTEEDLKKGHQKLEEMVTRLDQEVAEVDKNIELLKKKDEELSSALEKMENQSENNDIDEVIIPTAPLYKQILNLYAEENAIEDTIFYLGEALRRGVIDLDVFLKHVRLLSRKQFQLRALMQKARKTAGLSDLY
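Compounds were pin-transferred onto Tsg101 binding domain (10 uM final) in HEPES pH 7.5 buffer, then FITC-PTAP peptide was added at 50 nM final. After 20 min at RT, polarization reported peptide displacement across a qHTS concentration series.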
BCR signal inh = chronic active BCR signaling inhibition | AID 493014 | ABC-DLBCL IkBa-CBG/CBR reporter, luminescence ratio, 4 h | 340,000 tested, 0.05% active | Potency, µM (top dose mostly 46.1 µM), for the others: at the highest dose ratio change, negative = lower green/red ratio, actives largely listed as inhibitors; active = well fitted inhibition curve with a large enough effect in the signal ratio, with a control signal flat, not every such curve was filed as active; inconclusive = small, poorly fitted or top-dose-only effect, or effect the other way, or a change in a side signal; the % refers to the signal ratio;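 also: potency is read from the fitted curve at half-maximal effect; plate controls were basal doxycycline-induced cells for no effect and cells given 10 µM MG132 for full effect; MG132 reads +100%, hits lower the ratio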
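Concentration-response series (up to 46 uM) were applied to TMD8 dual-reporter cells for 4 h at 37C with doxycycline. Green/red ratio, after filter-overlap correction, defined %Activity; red signal alone was normalised to basal cells and zero luminescence.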
TCR act = activates T cell receptor signaling | 330,000 tested, under 10 active | AID 504894 | Potency, µM (doses to about 9.22 µM), for the others: at the top dose activation of IL-2 secretion, hits mostly activators | primary human leukocytes, anti-CD3, IL-2 HTRF, 48 h; also: % of control where 0% means no effect
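IL-2 produced over 48 hr by a-CD3 bead-stimulated primary human leukocytes exposed to compounds was detected with a homogeneous time-resolved FRET immunoassay, 665nm acceptor signal after 320nm excitation.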
Integrin act MD = activators of alpha7 integrin expression for muscular dystrophy. alpha7betagal myoblasts, beta-gal FDG fluorescence, 48 h. Potency, µM (titrated, usually from 38.3 µM), for the others: at the highest dose activation, hits mostly activators. 350,000 tested, 0.064% active;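 also: potency is read from the fitted curve at half-maximal effect; 100% = response of the positive control SU9516; nearly all actives have a fitted effect of over 60% in size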
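alpha7betagal+/- myoblasts (passage 13, 250/well) treated 48 h at 37C with compounds at 1:260 dilution of DMSO stock. Lysed, then beta-galactosidase activity read as FDG fluorescence (ex 480/em 540) after 30 min, with pre-read for autofluorescence.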
* = called active by the depositor; [ ] = remark or other dose. Unless noted, calls follow the shape of the dose curve; as a rule, active = well fitted curve in the direction sought with a large enough effect; inconclusive = small, poorly fitted or top-dose-only effect, or another doubt; inactive = no such curve, though single readings can be large; an effect the other way counts as inactive or inconclusive.

Screening O=C(CSc1ccccn1)Nc1ccc2[nH]c(=O)[nH]c2c1 returned AT treatment -5.9%, ELG1 repair inh inconclusive, Tb PFK block inconclusive, Eya2 inh 8.0%, TSHR antagonist 27.7, ASM inhibitor 2.7%, Mito fusion act -3.3%, TSG101-PTAP inh -3.4%, BCR signal inh 1.9%, TCR act -1.9% and Integrin act MD -18.5%.
Screening CC(C)C(=O)NNS(=O)(=O)c1ccccc1 returned AT treatment 2.5%, ELG1 repair inh 12.4%, Tb PFK block -1.0%, Eya2 inh -11.6%, TSHR antagonist 6.6, ASM inhibitor -1.8%, Mito fusion act -0.4%, TSG101-PTAP inh 1.0%, BCR signal inh 8.9%, TCR act -4.2% and Integrin act MD inconclusive.
N#Cc1ccccc1Cn1c(=O)n(CCCC(=O)NCc2ccc3c(c2)OCO3)c(=O)c2ccccc21 was read as AT treatment -1.2%, ELG1 repair inh -6.7%, Tb PFK block -6.7%, Eya2 inh 5.0%, TSHR antagonist 5.4, ASM inhibitor 2.8%, Mito fusion act -30.0%[inhibitor], TSG101-PTAP inh -0.7%, BCR signal inh 0.9%, TCR act 8.4% and Integrin act MD 1.4%.
Screening CCOCC(=O)Nc1nnc(C)s1 returned AT treatment -2.3%, ELG1 repair inh 5.9%, Tb PFK block -2.4%, Eya2 inh -0.8%, TSHR antagonist -3.5, ASM inhibitor -4.5%, Mito fusion act -1.6%, TSG101-PTAP inh -1.2%, BCR signal inh -0.4%, TCR act -1.9% and Integrin act MD -11.3%.
`COc1ccc(-n2nnc3c(SC(C(C)=O)C(=O)N(C)C)ncnc32)cc1` (configuration not stated) gave AT treatment 2.7%, ELG1 repair inh inconclusive, Tb PFK block -3.8%, Eya2 inh -12.5%, TSHR antagonist 15.5, ASM inhibitor -1.7%, Mito fusion act -0.2%, TSG101-PTAP inh -0.3%, BCR signal inh -2.2%, TCR act 8.3% and Integrin act MD -5.4%.
For CCN(CC)c1ccc(NC(=O)c2[nH]c(C)c(C(C)=O)c2C)c(C)c1 the results were ELG1 repair inh 13.9%, Tb PFK block -0.1%, Eya2 inh -15.0%, TSHR antagonist -16.4, ASM inhibitor 2.2%, Mito fusion act 4.4%, TSG101-PTAP inh -6.8%, BCR signal inh inconclusive, TCR act 4.2% and Integrin act MD -39.6%.
`CCOC(=O)C1=C(COC(=O)[C@@H]2CCCN2S(=O)(=O)c2ccc(C)cc2)NC(=O)NC1C` (some centres not stated) gave AT treatment -1.7%, ELG1 repair inh inconclusive, Tb PFK block -0.7%, Eya2 inh 0.9%, TSHR antagonist 13.2, ASM inhibitor 8.1%, Mito fusion act 1.2%, TSG101-PTAP inh -1.8%, BCR signal inh 5.4%, TCR act 0.0% and Integrin act MD -6.3%.
For COc1ccc(OCC(O)CNC(=O)c2ccccc2)cc1 (configuration not stated) the results were AT treatment 0.7%, ELG1 repair inh -6.4%, Tb PFK block 0.2%, Eya2 inh 1.1%, TSHR antagonist 4.7, ASM inhibitor 3.1%, Mito fusion act 5.6%, TSG101-PTAP inh 4.5%, BCR signal inh -11.5%, TCR act -3.4% and Integrin act MD 21.6%.
`CCOc1ccc(CCNc2nc3ccc(C)cc3n3cnnc23)cc1OCC` gave AT treatment -10.9%, ELG1 repair inh inconclusive, Tb PFK block -0.8%, Eya2 inh -8.7%, TSHR antagonist -3.9, ASM inhibitor -10.5%, Mito fusion act -4.4%, TSG101-PTAP inh -1.7%, BCR signal inh -7.1%, TCR act -0.4% and Integrin act MD -3.0%.
O=[N+]([O-])c1ccc(Cl)c(CN2CCC(O)CC2)c1 was read as AT treatment -2.0%, ELG1 repair inh 3.3%, Tb PFK block -2.7%, Eya2 inh 2.4%, TSHR antagonist 11.4, ASM inhibitor 4.5%, Mito fusion act -5.6%, TSG101-PTAP inh -0.7%, BCR signal inh -3.4%, TCR act -8.6%[46.1 µM] and Integrin act MD 21.5%.
For Nc1nc(-c2ccc3c(c2)CCCC3)c(CC(=O)O)s1 the results were AT treatment -6.7%, ELG1 repair inh 2.7%, Tb PFK block -18.9%, Eya2 inh 16.4%, TSHR antagonist 10.0, ASM inhibitor 0.1%, Mito fusion act inconclusive, TSG101-PTAP inh -1.2%, BCR signal inh 1.2%, TCR act -2.1% and Integrin act MD 3.6%.
CCCOc1ccc(/C=N/NC(=O)CN2CCCCC2)cc1OCC was read as AT treatment -1.3%, ELG1 repair inh -0.4%, Tb PFK block -5.5%, Eya2 inh 0.3%, TSHR antagonist 12.0, ASM inhibitor -3.1%, Mito fusion act 0.1%, TSG101-PTAP inh -5.3%, BCR signal inh 0.1%, TCR act 0.4% and Integrin act MD 25.8%.
O=C(NCc1ccncc1)c1ccc(Cl)c(S(=O)(=O)N2CCCCC2)c1 was read as AT treatment 7.6%, ELG1 repair inh inconclusive, Tb PFK block -1.9%, Eya2 inh 11.6%, TSHR antagonist -3.7, ASM inhibitor 2.7%, Mito fusion act 2.2%, TSG101-PTAP inh 0.4%, BCR signal inh -0.7%, TCR act 3.9% and Integrin act MD 3.8%.
For COc1cc(C(C(=O)NC(C)(C)C)N(Cc2ccccc2)C(=O)c2cnccn2)cc(OC)c1OC (configuration not stated) the results were AT treatment -3.3%, ELG1 repair inh -9.2%, Tb PFK block -1.4%, Eya2 inh -8.9%, TSHR antagonist -8.8, ASM inhibitor -0.5%, Mito fusion act 1.7%, TSG101-PTAP inh -7.0%, BCR signal inh 3.6%, TCR act -2.1% and Integrin act MD -6.0%.
`CC(=O)Nc1ccc([N+](=O)[O-])cn1` gave AT treatment 3.4%, ELG1 repair inh 7.4%, Tb PFK block 0.0%, Eya2 inh -3.4%, TSHR antagonist 19.8, ASM inhibitor 4.1%, Mito fusion act 0.1%, TSG101-PTAP inh -0.6%, BCR signal inh 4.8%, TCR act -3.9% and Integrin act MD 13.3%.
`COc1ccc(-n2c(C)cc(/C=N/Nc3nc(N4CCOCC4)nc(N4CCOCC4)n3)c2C)cc1` gave AT treatment -5.1%, ELG1 repair inh 8.2µM*, Tb PFK block -2.4%, Eya2 inh -3.9%, TSHR antagonist 7.0, ASM inhibitor 20.9%, Mito fusion act -2.7%, TSG101-PTAP inh -2.8%, BCR signal inh inconclusive, TCR act -4.2%[46.1 µM] and Integrin act MD 11.3%.
For Cc1ccc(N2C(=O)CS(=O)(=O)CC2=O)cc1 the results were AT treatment 2.1%, ELG1 repair inh 1.3%, Tb PFK block 6.2%, Eya2 inh 4.8%, TSHR antagonist -2.1, ASM inhibitor 3.9%, Mito fusion act 2.0%, TSG101-PTAP inh -5.1%, BCR signal inh 1.5%, TCR act 5.4% and Integrin act MD 16.0%.
Screening COc1ccccc1N(CC(=O)N1CCCCCC1)S(C)(=O)=O returned ASM inhibitor -2.7%, Mito fusion act 1.7%, TSG101-PTAP inh -4.9%, TCR act -0.6% and Integrin act MD -22.7%.
Screening COc1ccc(OCC(=O)Nc2ccc(C(=O)Nc3ccccc3C(=O)O)cc2)cc1 returned AT treatment -0.7%, ELG1 repair inh inconclusive, Tb PFK block 0.2%, Eya2 inh 14.8%, TSHR antagonist -23.0, ASM inhibitor 0.8%, Mito fusion act -0.8%, TSG101-PTAP inh -8.0%, BCR signal inh inconclusive, TCR act -7.2% and Integrin act MD 14.0%.
COc1ccc(-c2c(-c3ccccc3OC)sc3ccccc23)cc1 was read as AT treatment 21.1%, ELG1 repair inh inconclusive, Tb PFK block 4.1%, Eya2 inh -3.2%, TSHR antagonist 21.1, ASM inhibitor -10.9%, Mito fusion act 5.3%, TSG101-PTAP inh 0.0%, BCR signal inh inconclusive, TCR act 12.2% and Integrin act MD 0.9%.
O=C(Nc1ccncc1)c1ccc2c(c1)OCCO2 was read as AT treatment 1.2%, ELG1 repair inh -28.2%, Tb PFK block 0.5%, Eya2 inh 0.4%, TSHR antagonist -3.4, ASM inhibitor 2.4%, Mito fusion act -9.6%, TSG101-PTAP inh 0.7%, BCR signal inh -2.6%, TCR act 3.5% and Integrin act MD -9.4%.

No enrichment for hits. About 3.2% of those tested had a hit in this group.
